ATXN2 expr inh – reduces ATXN2 reporter expression in HEK-293 cells; HEK-293 ATXN2-luciferase reporter, luminescence, 24 h; Potency, µM (doses to about 57 µM), for the others: at the top dose activity change, negative = inhibition, hits mostly inhibitors; 360,000 compounds, 0.72% hits; further: potency means the concentration at half of the fitted maximal effect; on the % scale 0 is the no-effect control and ±100 the full control effect; nearly all actives have a fitted effect of over 55% in size
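qHTS (up to 57 uM final) was run with 24 h compound exposure of reporter cells at 37 °C. Each well was multiplexed: SteadyGlo luminescence measured ATXN2-luciferase expression after a fluorogenic Gly-Phe-AFC viability readout (25 uM final).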
TGFb inhibitor – TGF-b pathway inhibition; HepG2 CAGA-GFP TGF-b/SMAD3 reporter, GFP fluorescence, 18 h; TGF-beta stimulated, 500 pg/mL final; Potency, µM (titrated, usually from 46.1 µM), for inactives: at the top dose activity, negative = inhibition, hits mostly inhibitors; 410,000 compounds, 1.2% hits; further: potency means the concentration at half of the fitted maximal effect; on the % scale 0 is the no-effect control and ±100 the full control effect; nearly all actives have a fitted effect of over 65% in size
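HEPG2 CAGA-GFP cells (1000/well, DMEM with 1% FBS) were pre-incubated 2 h at 37 degrees C, given compound by pin tool, then stimulated with TGF-beta at 500 pg/mL final for 18 h before per-cell GFP fluorescence imaging.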
HepG2 viability – kills HepG2 cells in TGF-b inhibitor counter-screen. HepG2 CAGA-GFP viability, ATP luminescence, 18 h. Potency, µM (highest dose often 46.1 µM), inactives show top-dose activity change, negative = cytotoxicity, most hits filed as cytotoxic. 410,000 compounds, 0.76% hits. AID 588856; further: potency means the concentration at half of the fitted maximal effect; some results filed as inactive show a strong effect at the top dose
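CellTiter-Glo luminescence gave cytotoxicity after 18 hours at 37 degrees C. The cells were HepG2 CAGA-GFP in 1% FBS DMEM, stimulated with 500 pg/mL TGF-beta after compound addition. %Activity was normalised to no-cell wells (complete cell-killing) and DMSO (no toxicity), and curves were fitted and classified.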
A549 viability – A549 cytotoxicity, counter-screen for Nrf2 inhibitors | AID 504648 | A549 ARE-Fluc cells, CellTiter-Fluor viability, 18-24 h | Potency, µM (series often up to 46 µM), for inactives: at the highest dose activity change, negative = cytotoxicity, hits mostly inhibitors | 390,000 compounds, 0.16% hits; further: potency means the concentration at half of the fitted maximal effect; on the % scale 0 is the no-effect control and ±100 the full control effect
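Cytotoxicity counterscreen: CellTiter-Fluor fluorescence was measured in A549 ARE_Fluc cells after 18-24 h of compound exposure in a concentration series. The subsequent BugLite luminescent read reports ARE-luciferase activity.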
IL-2 act – activators of IL-2; IL-2 activation reporter assay, cell-based qHTS; stimulated with anti-CD3/CD4/CD28 beads; in transgenic mouse T cells; activation, % (series mostly up to about 46 µM); 360,000 compounds, 0.065% hits; in the data active means activation above about 50%; inconclusive means mostly about 30% to 49%; further: 0% is about no effect
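Using fluorescent plate cytometry, EGFP and DsRed are detected in transgenic mouse T cells stimulated 18 h at 37 degrees C with antibody-coated beads after 60 min compound pretreatment.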
EPAC2 agonist – agonists of human EPAC2 (RAPGEF4). Q8WZA2. EPAC2 activation, biochemical qHTS; response scale: 100% = 6.5 mM cAMP response. Potency, µM (top dose mostly 154 µM), for the others: top-dose activation, most hits filed as activators. 360,000 compounds, 0.079% hits. AID 720711; further: potency means the concentration at half of the fitted maximal effect; nearly all actives have a fitted effect of over 50% in size
Target sequence (Q8WZA2 whole entry, looked up): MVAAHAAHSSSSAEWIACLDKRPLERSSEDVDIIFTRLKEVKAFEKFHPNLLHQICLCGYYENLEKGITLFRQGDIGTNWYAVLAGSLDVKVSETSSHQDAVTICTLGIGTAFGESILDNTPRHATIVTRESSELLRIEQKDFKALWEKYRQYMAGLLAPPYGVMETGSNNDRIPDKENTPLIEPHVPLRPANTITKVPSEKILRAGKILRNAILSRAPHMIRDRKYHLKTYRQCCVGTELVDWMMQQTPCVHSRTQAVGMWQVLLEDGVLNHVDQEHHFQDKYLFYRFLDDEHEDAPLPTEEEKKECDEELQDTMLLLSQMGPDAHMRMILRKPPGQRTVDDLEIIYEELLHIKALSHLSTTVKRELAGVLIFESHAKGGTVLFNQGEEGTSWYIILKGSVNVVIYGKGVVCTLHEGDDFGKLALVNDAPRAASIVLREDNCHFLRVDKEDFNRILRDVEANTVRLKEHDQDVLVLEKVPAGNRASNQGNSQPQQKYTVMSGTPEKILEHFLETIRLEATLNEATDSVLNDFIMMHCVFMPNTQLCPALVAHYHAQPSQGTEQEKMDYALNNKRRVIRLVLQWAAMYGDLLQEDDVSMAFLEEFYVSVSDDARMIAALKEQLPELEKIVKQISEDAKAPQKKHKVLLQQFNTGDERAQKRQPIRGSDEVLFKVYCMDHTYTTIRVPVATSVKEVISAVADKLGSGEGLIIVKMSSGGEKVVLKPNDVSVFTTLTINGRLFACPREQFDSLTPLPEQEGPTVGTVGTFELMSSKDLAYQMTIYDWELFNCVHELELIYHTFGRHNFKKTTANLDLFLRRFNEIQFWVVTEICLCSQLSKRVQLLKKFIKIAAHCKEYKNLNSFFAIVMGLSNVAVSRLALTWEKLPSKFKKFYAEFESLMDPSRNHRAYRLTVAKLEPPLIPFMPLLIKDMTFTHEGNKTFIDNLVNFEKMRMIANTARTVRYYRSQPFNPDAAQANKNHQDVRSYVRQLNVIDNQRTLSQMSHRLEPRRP
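Nucleotide exchange monitored as fluorescence drop when BODIPY-GDP leaves Rap1B. Reaction: 100 nM EPAC2, 250 nM RAP1B-BODIPY-GDP, 50 uM GDP, room temperature, kinetic read over 30 min. Activity expressed relative to 6.5 mM cAMP.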
S2 tox – viability counter-screen for ATXN expression inhibitors. S2 cells (HEK-293 line with an ATXN2-luciferase reporter) viability, CellTiter-Fluor protease fluorescence, 24 h. Potency, µM (titrated, usually from 56.7 µM), most hits filed as cytotoxic. 400,000 compounds, 0.49% hits; further: potency means the concentration at half of the fitted maximal effect; nearly all actives have a fitted effect of over 40% in size
Nrf2 inh – Nrf2 pathway inhibition | A549 ARE-Fluc reporter, luciferase luminescence, 18-24 h | Potency, µM (series often up to 46 µM), inactives show at the highest dose activity change, negative = inhibition, actives largely listed as inhibitors | 360,000 compounds, 2.1% hits | AID 504444; further: potency means the concentration at half of the fitted maximal effect; on the % scale 0 is the no-effect control and ±100 the full control effect; nearly all actives have a fitted effect of over 60% in size
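A549 ARE_Fluc cells, 5000/well, 5% FBS OPTI-MEM; compounds in dose-response, 18-24 h at 37 °C/5% CO2; CellTiter-Fluor viability read (Ex 405/Em 525), then BugLite luciferase luminescence = Nrf2 activity.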
Nrf2 activator – Nrf2 pathway activation. Potency, µM (highest dose often 46.1 µM), without a hit: top-dose activation, hits mostly activators. 410,000 compounds, 0.31% hits. AREc32 ARE-luciferase reporter (MCF7-derived line), luminescence, 24 h; further: potency means the concentration at half of the fitted maximal effect; % of control where 0% means no effect; nearly all actives have a fitted effect of over 65% in size
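Reporter line AREc32 (ARE-Fluc), seeded overnight in OPTI-MEM with 5% FBS; compound pin-transferred, 24 hr at 37 deg C, 5% CO2; luminescent read-out.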
The depositor's hits bear a star; & = joins results of further samples. Unless noted, the call rests on the fitted dose curve; in most records, active means well fitted curve in the direction sought with a large enough effect; inconclusive means small, poorly fitted or top-dose-only effect, or another doubt; inactive means no such curve, though single readings can be large; an effect the other way counts as inactive or inconclusive.

For CCn1cc(C(=O)NCc2ccco2)c(=O)c2cc(F)c(N3CCN(C(=O)c4ccco4)CC3)cc21 the results were ATXN2 expr inh -16%, TGFb inhibitor -9%, HepG2 viability -27%, A549 viability 0%, IL-2 act -2.9, EPAC2 agonist 10%, S2 tox inactive, Nrf2 inh -16% and Nrf2 activator 12%.
Screening COc1ccc(CNC(=O)CCc2c(C)c3cc4c(C)coc4cc3oc2=O)cc1 returned ATXN2 expr inh 1%, TGFb inhibitor 5%, HepG2 viability -7%, A549 viability -1%, S2 tox inactive, Nrf2 inh 5% and Nrf2 activator -0.2%.
`O=C(COC(=O)CCc1ccc(S(=O)(=O)N2CCOCC2)cc1)Nc1ccc(Cl)cn1` gave ATXN2 expr inh -10%, TGFb inhibitor -5%, HepG2 viability 4%, A549 viability -1%, IL-2 act 0.6, EPAC2 agonist -7%, S2 tox inactive, Nrf2 inh -17% and Nrf2 activator -0.7%.
Screening Cc1cccc(NC(=S)NC(=O)c2oc3ccccc3c2C)n1 returned ATXN2 expr inh 10%, TGFb inhibitor 14%, HepG2 viability 8%, A549 viability -3%, IL-2 act 0.5, EPAC2 agonist -1%, S2 tox inactive, Nrf2 inh inconclusive and Nrf2 activator 8.6%.
For Oc1ccc(CCNc2ncnc3ccc(Cl)cc23)cc1 the results were ATXN2 expr inh -14%, TGFb inhibitor -4%, HepG2 viability -20%, A549 viability -3%, IL-2 act 0.8, EPAC2 agonist 2%, S2 tox inconclusive, Nrf2 inh 7.3µM* and Nrf2 activator 0.2%.
For COc1ccc(NC(=O)Nc2ccccc2F)cc1 the results were ATXN2 expr inh 0%, TGFb inhibitor 1%, HepG2 viability -62%, A549 viability 18%, IL-2 act -0.2, EPAC2 agonist 2%, S2 tox inactive, Nrf2 inh inconclusive and Nrf2 activator 0.4%.
Screening CC1(C)CC(=O)C=C(C(=O)N2CCCC(C(=O)c3cccc(C(F)(F)F)c3)C2)O1 (centres undefined) returned ATXN2 expr inh -5%, TGFb inhibitor -4%, HepG2 viability -27%, A549 viability inconclusive, IL-2 act -0.9, EPAC2 agonist 0%, S2 tox inactive, Nrf2 inh 9.2µM* and Nrf2 activator 1.4%.
Screening O=C(NC1CC2CCCC(C1)N2C(=O)Nc1ccc(F)cc1)c1ccccc1 (centres undefined) returned ATXN2 expr inh -5%, TGFb inhibitor 12%, HepG2 viability 6%, A549 viability 0%, IL-2 act 1.1, EPAC2 agonist 8%, S2 tox inactive, Nrf2 inh -4% and Nrf2 activator -0.5%.
Screening COC(=O)c1sc(NC(=O)CSc2nc3cccnc3n2C2CCCCC2)nc1C returned ATXN2 expr inh -16%, TGFb inhibitor -8%, HepG2 viability 7%, A549 viability 0%, IL-2 act -0.6, EPAC2 agonist -4%, S2 tox inactive, Nrf2 inh 5% and Nrf2 activator -0.8%.
Screening CCCN(CCC)c1nn2c(=O)c(C(=O)NCc3cc(Br)ccc3OC)cnc2s1 returned TGFb inhibitor 0%, HepG2 viability -1%, A549 viability -9%, Nrf2 inh inconclusive and Nrf2 activator -0.5%.
For CCN1C(=O)N[C@@H](c2ccco2)C(C(=O)OC)=C1C the results were ATXN2 expr inh -2%, TGFb inhibitor -7%, HepG2 viability -20%, A549 viability 0%, IL-2 act 0.8, EPAC2 agonist 4%, S2 tox inactive, Nrf2 inh 0% and Nrf2 activator -0.3%.
CN1CCN(C(=O)CCn2nc(-c3ccccc3)c3ccccc3c2=O)CC1 was read as ATXN2 expr inh 6%, TGFb inhibitor 12%, HepG2 viability 4%, A549 viability 0%, IL-2 act -0.2, EPAC2 agonist 0%, S2 tox inconclusive, Nrf2 inh 8% and Nrf2 activator -0.4%.
COc1cccc(CN2CC(C(=O)N(C)Cc3[nH]c4ccccc4c3C)CCC2=O)c1 (centres undefined) was read as ATXN2 expr inh -10%, TGFb inhibitor 2%, HepG2 viability -17%, A549 viability 8%, IL-2 act -3.1, EPAC2 agonist 5%, S2 tox inactive, Nrf2 inh 9% and Nrf2 activator 7.3%.
For CCCNC(=O)COc1coc(CN2CCN(c3cccc(Cl)c3)CC2)cc1=O the results were ATXN2 expr inh 0%, TGFb inhibitor -4%, HepG2 viability -5%, A549 viability 3%, IL-2 act -2.9, EPAC2 agonist -3%, S2 tox inactive, Nrf2 inh -8% and Nrf2 activator 0.1%.
For Cc1cc2ncn(C(=O)c3ccc4c(c3)OCO4)c2cc1C the results were ATXN2 expr inh 4%, TGFb inhibitor 0%, HepG2 viability 33%, A549 viability -3%, IL-2 act -0.3, EPAC2 agonist 1%, S2 tox inactive and Nrf2 activator -0.2%.
Cn1c(=O)c2c(O)cc(=O)n(-c3ccccc3)c2n(C)c1=O was read as ATXN2 expr inh -11%, TGFb inhibitor 21%, HepG2 viability -7%, A549 viability -6%, IL-2 act -3.5, EPAC2 agonist 3%, S2 tox inactive, Nrf2 inh -4% and Nrf2 activator 0.3%.
Screening C=CCn1c(CCc2ccccc2)nnc1SCC(N)=O returned TGFb inhibitor 0%, HepG2 viability 6%, A549 viability 12%, IL-2 act -1.7, EPAC2 agonist 2%, S2 tox inactive, Nrf2 inh 12% and Nrf2 activator 0.2%.
Cc1ccc(C)c(N(C(=O)c2snc(C(N)=O)c2N)C(C(=O)NCC2CCCO2)c2cccs2)c1 (centres undefined) was read as ATXN2 expr inh -13%, TGFb inhibitor 3%, HepG2 viability 2%, A549 viability 2%, IL-2 act 0.5, EPAC2 agonist 6%, S2 tox inactive, Nrf2 inh -3% and Nrf2 activator 0.8%.
Screening O=C(c1cc2ccccc2o1)N1CCCC1 returned TGFb inhibitor -27%, HepG2 viability -13%, A549 viability 17%, IL-2 act -0.9, EPAC2 agonist 0%, S2 tox inactive, Nrf2 inh -11% and Nrf2 activator -1.3%.
Screening Cc1oc(-c2cccc(Cl)c2)nc1CN1CCC(C(=O)NCc2ccco2)CC1 returned ATXN2 expr inh 5%, TGFb inhibitor -6%, HepG2 viability -30%, A549 viability -1%, IL-2 act -0.8, EPAC2 agonist 9%, S2 tox inactive, Nrf2 inh 0% and Nrf2 activator 1.2%.

Reprinted from the listing, three compounds:
Cc1ccc(C)c(N(C(=O)c2snc(C(N)=O)c2N)C(C(=O)NCC2CCCO2)c2cccs2)c1 (centres undefined) was read as ATXN2 expr inh -13%, TGFb inhibitor 3%, HepG2 viability 2%, A549 viability 2%, IL-2 act 0.5, EPAC2 agonist 6%, S2 tox inactive, Nrf2 inh -3% and Nrf2 activator 0.8%.
Screening O=C(c1cc2ccccc2o1)N1CCCC1 returned TGFb inhibitor -27%, HepG2 viability -13%, A549 viability 17%, IL-2 act -0.9, EPAC2 agonist 0%, S2 tox inactive, Nrf2 inh -11% and Nrf2 activator -1.3%.
Screening Cc1oc(-c2cccc(Cl)c2)nc1CN1CCC(C(=O)NCc2ccco2)CC1 returned ATXN2 expr inh 5%, TGFb inhibitor -6%, HepG2 viability -30%, A549 viability -1%, IL-2 act -0.8, EPAC2 agonist 9%, S2 tox inactive, Nrf2 inh 0% and Nrf2 activator 1.2%.

(continued)
`O=C(NC1CCCC1)c1ccc(S(=O)(=O)N2CCOCC2)cc1` gave ATXN2 expr inh 2%, TGFb inhibitor -2%, HepG2 viability 0%, A549 viability 4%, IL-2 act 0.4, EPAC2 agonist 0%, S2 tox inactive, Nrf2 inh -13% and Nrf2 activator 0.4%.
COc1ccc(Cl)cc1NC(=O)CN(C)C(C)C(=O)NC(=O)NC1CCCCC1 (centres undefined) was read as ATXN2 expr inh 3%, TGFb inhibitor inconclusive, HepG2 viability -10%, A549 viability -12%, IL-2 act -0.9, EPAC2 agonist 2%, S2 tox inconclusive, Nrf2 inh -22% and Nrf2 activator 4.1%.
`Nc1nonc1C(=O)N/N=C/c1ccc(-c2cccc([N+](=O)[O-])c2)o1` gave ATXN2 expr inh -11%, TGFb inhibitor 9%, HepG2 viability -15%, A549 viability -1%, IL-2 act -1.6, EPAC2 agonist 10%, S2 tox inactive, Nrf2 inh -14% and Nrf2 activator -0.4%.
`CC1CN(CCc2ccccc2)c2nc3c(c(=O)[nH]c(=O)n3C)n2C1` (centres undefined) gave ATXN2 expr inh 1%, TGFb inhibitor -22%, HepG2 viability -14%, A549 viability -4%, IL-2 act 0.4, EPAC2 agonist 0%, S2 tox inactive and Nrf2 activator 0.2%.
For C[C@@H]1CN([C@@H](C)CO)C(=O)CCCn2nncc2CO[C@H]1CN(C)S(=O)(=O)c1cccc(F)c1 the results were ATXN2 expr inh 6%, TGFb inhibitor -17%, HepG2 viability -32%, IL-2 act 0.4, EPAC2 agonist 18%, S2 tox inactive and Nrf2 activator -0.8%.
Screening Nc1ccc(-c2cc(-c3ccc(N)cc3)nc(-c3ccccc3)n2)cc1 returned ATXN2 expr inh -18%, TGFb inhibitor -5%, HepG2 viability -11%, A549 viability 4%, IL-2 act -0.9, EPAC2 agonist 3%, S2 tox inactive, Nrf2 inh -4% and Nrf2 activator 0.0%.
`Cc1ccc2c(c1)N(CC(=O)NCCCN1CCCCC1)C(=O)c1cccnc1O2` gave ATXN2 expr inh 9%, TGFb inhibitor 11%&-1%, HepG2 viability 8%&1%, A549 viability -5%&5%, IL-2 act -1.4, EPAC2 agonist 2%, S2 tox inactive, Nrf2 inh inconclusive and Nrf2 activator 2.4%&-0.8%.

Compound activity from PubChem.
